Source: PubChem
PAFAH1B2 FP inh = blocks human PAF acetylhydrolase 1b catalytic subunit 2 | P68402 | recombinant PAFAH1B2, FP-rhodamine activity probe, fluorescence polarization | inhibition, % at 3.39 µM | 340,000 tested, 1.2% active | AID 492953;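 active means inhibition above the mean of all tested compounds plus 3 SD, cut at about 24% in these data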;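 further: 0% = enzyme with DMSO and 100% = wells lacking PAFAH1B2; many of its hits are not listed in these tables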
LYPLA1 inh = LYPLA1 (human) inhibition in PME1 counter-screen; AID 2174; inhibition, % at 5.9 µM; 320,000 tested, 0.16% active; recombinant LYPLA1, FP-Rh probe fluorescence polarization;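 active means inhibition above the mean of all tested compounds plus 3 SD, set per campaign, cut at about 14% in these data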;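 further: inhibitors block serine hydrolase probe labeling of LYPLA1 so polarization falls; 0% = enzyme with DMSO and 100% = wells lacking LYPLA1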
Target sequence (O75608 whole entry, looked up): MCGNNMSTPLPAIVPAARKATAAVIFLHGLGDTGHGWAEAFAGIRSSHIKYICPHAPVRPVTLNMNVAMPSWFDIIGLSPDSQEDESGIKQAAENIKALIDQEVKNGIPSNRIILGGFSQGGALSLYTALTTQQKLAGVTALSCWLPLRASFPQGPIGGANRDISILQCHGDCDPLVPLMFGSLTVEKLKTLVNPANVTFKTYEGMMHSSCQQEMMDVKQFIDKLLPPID
LYPLA2 counter = LYPLA2 (human) inhibition in PME1 counter-screen; recombinant LYPLA2, FP-Rh probe fluorescence polarization; inhibition, % at 5.9 µM; 320,000 tested, 0.38% active;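 active means inhibition above the screen-wide mean plus 3 SD, limit set per campaign, cut at about 26% in these data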;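 further: 0% = LYPLA2 with DMSO and 100% = wells lacking LYPLA2 enzyme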
Target sequence (O95372 whole entry, looked up): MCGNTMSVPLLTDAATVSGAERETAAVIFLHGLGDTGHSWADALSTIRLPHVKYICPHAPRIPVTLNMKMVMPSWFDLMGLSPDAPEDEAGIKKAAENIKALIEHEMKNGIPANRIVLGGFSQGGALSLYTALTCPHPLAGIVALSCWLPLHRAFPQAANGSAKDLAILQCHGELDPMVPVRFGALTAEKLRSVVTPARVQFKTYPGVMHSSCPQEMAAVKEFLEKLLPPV
GSTO1 counter = counter-screen for RBBP9 inhibitors: inhibitors of human GSTO1 | P78417 | recombinant GSTO1, activity-based probe fluorescence polarization | inhibition, % at 5.96 µM | 300,000 tested, 1.1% active | AID 1974;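 active means inhibition above the campaign mean inhibition plus 3 SD, cut at about 35% in these data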;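 further: 0% = GSTO1-1 with DMSO and 100% = wells lacking GSTO1-1 enzyme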
PAFAH1B3 FP inh = PAFAH1B3 (human) inhibition; Q15102; recombinant PAFAH1B3, FP-rhodamine probe, fluorescence polarization; inhibition, % at 3.39 µM; 340,000 tested, 0.28% active; AID 492972;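 active means inhibition above the screen-wide average of all tested compounds plus 3 SD, cut at about 25% in these data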;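 further: 0% = enzyme with DMSO only and 100% = wells lacking PAFAH1B3 protein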
PAFAH2 inh = inhibitors of human PAFAH2. inhibition, % at 3.39 µM. recombinant PAFAH2, FP-rhodamine activity probe, fluorescence polarization. 340,000 tested, 0.99% active. AID 492956;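 active means inhibition above the mean over all tested compounds plus 3 SD, cut at about 30% in these data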;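 further: inhibitors block probe labeling of enzyme so polarization drops; 0% = enzyme with DMSO and 100% = wells lacking PAFAH2 protein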
PAD4 FP inh = PAD4 (human) enzyme inhibition; inhibition, % at 6.36 µM; Q9UM07; 330,000 tested, 0.41% active; recombinant PAD4, RCA probe fluorescence polarization;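 active means percent inhibition above a cutoff equal to the mean of all tested compounds plus 3 SD, cut at about 15% in these data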;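 further: 0% = PAD4 with RCA probe and DMSO and 100% = probe without PAD4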
pPAFAH FP inh = inhibitors of human plasma PAF acetylhydrolase (pPAFAH); Q13093; recombinant pPAFAH, FP-rhodamine probe fluorescence polarization; inhibition, % at 3.39 µM; 330,000 tested, 1.5% active;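 active means inhibition above the mean inhibition across the screen plus 3 SD, cut at about 25% in these data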;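 further: inhibitors block binding of the rhodamine activity-based probe so polarization drops; 0% = enzyme with DMSO and 100% = wells lacking pPAFAH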
Target sequence (Q13093 whole entry, looked up): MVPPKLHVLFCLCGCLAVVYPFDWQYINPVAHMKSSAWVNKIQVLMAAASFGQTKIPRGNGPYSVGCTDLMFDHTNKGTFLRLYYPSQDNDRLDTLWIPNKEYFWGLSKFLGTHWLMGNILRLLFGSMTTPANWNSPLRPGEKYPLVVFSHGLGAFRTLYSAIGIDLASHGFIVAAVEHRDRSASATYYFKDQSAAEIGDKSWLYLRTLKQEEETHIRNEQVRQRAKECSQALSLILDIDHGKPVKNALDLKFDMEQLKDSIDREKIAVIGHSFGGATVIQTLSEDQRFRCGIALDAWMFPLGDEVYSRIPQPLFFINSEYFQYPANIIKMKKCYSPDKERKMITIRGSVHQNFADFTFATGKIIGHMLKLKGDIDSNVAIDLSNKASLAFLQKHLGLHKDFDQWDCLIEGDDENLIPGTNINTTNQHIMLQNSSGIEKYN
PME-1 inh = PME-1 (human) inhibition. 320,000 tested, 0.53% active. inhibition, % at 5.9 µM. AID 2130. recombinant PME-1, FP-Rh probe fluorescence polarization;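 active means inhibition above the campaign mean of all compounds plus 3 SD, cut at about 26% in these data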;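 further: competitive labeling of PME-1 active site by serine hydrolase directed probe; 0% = PME-1 with DMSO and 100% = wells lacking PME-1 enzyme; inhibitors block probe labeling so polarization falls and inhibition rises; many of its hits are not listed in these tables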
Starred values were filed as active, the others as inactive; . = not tested or not shown.

SMILES	PAFAH1B2 FP inh	LYPLA1 inh	LYPLA2 counter	GSTO1 counter	PAFAH1B3 FP inh	PAFAH2 inh	PAD4 FP inh	pPAFAH FP inh	PME-1 inh
CN(C)c1ccc(C(=O)c2ccccc2C(=O)O)c(O)c1	4	-5	-4	-1	2	-3	-5	-1	-6
Cn1cc(P(=O)(N2CCOCC2)N2CCOCC2)cc1P(=S)(N1CCOCC1)N1CCOCC1	4	-1	-7	6	6	1	0	-4	-3
O=C(NCc1cccnc1)c1ccc(S(=O)(=O)N2CCCCCC2)cc1	6	2	5	-2	4	9	4	3	1
CCCCNC(=O)NS(=O)(=O)c1ccc(NS(=O)(=O)c2ccccc2)cc1	21	1	2	4	11	4	0	5	7
CCOC(=O)Cc1csc(NC(=O)c2cccc(Cl)c2)n1	.	-2	3	-5	.	.	1	2	5
O=C(NCCC1=CCCCC1)C1CCN(Cc2cnn(-c3ccccc3)c2-n2cccc2)CC1	4	0	6	8	3	1	-2	-1	5
COc1ccc(C(=O)c2coc3ccc(O)cc23)cc1	0	3	8	-2	5	-8	-7	5	0
CCNc1ccc(C(=O)O)cc1N	11	9	8	13	12	8	10	7	13
CC(C)(C)c1ccc(-c2nc(C#N)c(N3CCC(C(N)=O)CC3)o2)cc1	6	10	3	-2	5	7	1	3	2
CCN(CC)CCN(C)Cc1nc(C(c2ccccc2)c2ccccc2)no1	-1	-2	1	-2	1	5	-4	5	2
CCc1noc(C)c1C(=O)Nc1ccc(C#N)cc1	2	-1	1	2	4	0	0	2	-5
CC1CCC(NC(=O)CC(C)(C)Cc2nc3ccccc3c(=O)[nH]2)CC1 (stereo not given)	6	-4	-3	1	2	1	2	1	-5
COCCN=C1NN=C(c2ccc(C)c([N+](=O)[O-])c2)CS1	-2	-3	2	5	10	3	3	-1	1
Cc1cc(=O)oc2c3c(cc(OCC(=O)NC4CC4)c12)OC(C)(C)CC3	4	3	1	2	-1	14	5	13	-1
CC(C)[C@H](N)C(=O)N1CCC(C(=O)N[C@@H](Cc2ccccc2)C(=O)NCc2ccc(F)cc2)CC1	1	8	8	-3	4	1	3	0	-1
COc1ccc(Cc2nnc(NC(=O)c3ccc(OC(C)=O)cc3)s2)cc1OC	-3	0	1	-12	8	-6	-2	4	-2
CCOc1ccc(NS(=O)(=O)c2ccc3c(c2)N(C(C)=O)CCS3)cc1	-1	-4	-4	14	3	5	-2	32*	-1
C=CCNC(=O)c1onc(CSc2cccc(Cl)c2)c1C(=O)O	12	3	0	-16	3	13	-2	5	4
COc1cc(Oc2nc(C(F)(F)F)nc3ccccc23)ccc1C=O	0	-1	1	-6	-5	1	-4	-1	-2
COc1cc(C)c(CN2CCC(Oc3ccc(C(=O)N4CCCC4)cc3)CC2)cc1C	0	4	4	4	7	0	7	3	-2
COc1ccc(NC(=S)N/N=C/c2cccn2Cc2ccc(F)cc2)cc1	0	0	6	8	7	0	2	6	8
COc1ccc(C(=O)NC(C)c2nnc(SCc3ccc(Cl)c(Cl)c3)n2C)cc1 (stereo not given)	1	2	-2	6	6	-1	-4	5	0
CC(C)CC(c1nnnn1Cc1ccccc1)N1CCC(C(N)=O)CC1 (stereo not given)	6	-2	0	-6	-2	-5	-4	2	-4
COc1ccc(-c2ccc3c(c2)S(=O)(=O)c2cccc(C(=O)NCc4ccccc4Cl)c2C3=O)cc1OC	-1	1	1	.	-5	-3	-7	-2	-7
C[N+]1(CCC(=O)c2ccccc2)CCCCC1	-1	-1	4	11	2	0	-3	5	-10
CN(c1ccccc1)S(=O)(=O)c1cccc(C(=O)OCC(=O)NCc2ccc3c(c2)OCO3)c1	-3	0	2	0	3	7	-4	13	2
COc1ccc(N2CCN(C(c3nnnn3C3CCCC3)C(C)C)CC2)cc1 (stereo not given)	5	0	6	0	9	-1	-4	7	-7
COc1ccccc1Oc1ccc(-c2cnc3ccccc3n2)cc1[N+](=O)[O-]	.	-9	-8	1	.	.	-4	-1	-6
Cc1cc2n(c(=O)c1C#N)CCCN2c1ccccc1	3	-2	6	5	7	-6	-1	4	5
COc1cccc(C2=NOC(C(=O)Nc3cc(C)on3)C2)c1 (stereo not given)	0	4	3	11	-5	-3	0	1	6
CCn1c(=O)n(CC(=O)Nc2ccc(F)cc2)c(=O)c2ccccc21	-1	2	-3	3	-1	-5	0	-1	7
C=CCNC(=O)c1scc2c1CCCC2	-1	-3	3	4	8	1	-1	3	7
COc1ccc(CNC(=O)CN2C(=O)NC(c3ccccc3)(c3ccccc3)C2=O)cc1	5	.	.	.	-1	0	-2	6	.
CCN(CC)Cc1c(O)ccc2c(=O)c(-c3ccccc3)coc12	4	-1	5	4	6	4	0	4	-2
COc1ccc(CN2CCNC(=O)C2CC(=O)N2CCc3ccccc3C2)c(OC)c1 (stereo not given)	2	-3	2	-8	8	10	-2	7	-4
Cc1ccc(-c2nc(-c3ccncc3)no2)c(Cl)c1	2	-1	-1	0	5	-8	-1	2	3
COc1cc(CNC2CCCCCC2)cc(OC)c1OC	5	-1	4	3	7	-5	-2	6	1
COc1ccccc1OCCC(=O)OCC(=O)Nc1ccc(Br)cc1F	1	3	8	0	0	4	-6	15	0
CCOC(=O)c1c(C)nc(-c2ccccc2)nc1NC(C)=O	2	3	3	4	0	-3	-2	1	4
CC1CC(C)CN(C(=O)Cn2c(=O)n(CCCCC(=O)NCc3ccco3)c(=O)c3ccccc32)C1 (stereo not given)	4	-1	-6	-6	4	2	-4	-7	-4
CCCCCN1CC(=O)N2[C@@H](Cc3c([nH]c4ccccc34)C2(C)C)C1=O	-1	-4	-9	2	0	-7	1	2	2
O=C(CNC(=O)c1ccc(Br)o1)OCc1ccc(Br)cc1	9	2	3	.	3	-18	7	5	3
COc1cccc(C(=O)c2sc(NC(C)C)nc2N)c1	4	4	2	2	2	0	2	8	5
COc1cc(/C=C/C(=O)O)cc(S(=O)(=O)Nc2ccc3c(c2)OCO3)c1OC	4	3	6	3	4	-3	-1	1	2
O=C(NCc1nc2ccccc2[nH]1)c1ccc(S(=O)(=O)N2CCCC2)cc1	-1	0	-2	-6	8	7	3	-4	-4
COc1cc2c(cc1OC)C1=C(C#N)CC/C(=N\S(=O)(=O)c3cccc(Cl)c3)N1CC2	-1	7	10	1	-4	2	0	-4	4
C=CCN1C(=O)C2(OCCCO2)c2c(C)ccc(C)c21	6	-1	3	0	5	5	-1	1	-5
COc1ccccc1NC(=O)N1CCN(c2ccccc2F)CC1	-5	0	0	-3	3	-9	2	0	-2

Laid out differently: results already given.
Molecule | PAFAH1B2 FP inh | LYPLA1 inh | LYPLA2 counter | GSTO1 counter | PAFAH1B3 FP inh | PAFAH2 inh | PAD4 FP inh | pPAFAH FP inh | PME-1 inh
CCN(CC)CCN(C)Cc1nc(C(c2ccccc2)c2ccccc2)no1 | -1 | -2 | 1 | -2 | 1 | 5 | -4 | 5 | 2
CCc1noc(C)c1C(=O)Nc1ccc(C#N)cc1 | 2 | -1 | 1 | 2 | 4 | 0 | 0 | 2 | -5
CC1CCC(NC(=O)CC(C)(C)Cc2nc3ccccc3c(=O)[nH]2)CC1 (stereo not given) | 6 | -4 | -3 | 1 | 2 | 1 | 2 | 1 | -5

(next part)
SMILES	PAFAH1B2 FP inh	LYPLA1 inh	LYPLA2 counter	GSTO1 counter	PAFAH1B3 FP inh	PAFAH2 inh	PAD4 FP inh	pPAFAH FP inh	PME-1 inh
FC(F)(F)c1cc(-c2ccco2)nc(NCc2ccc(Cl)cc2)n1	2	-14	-19	2	0	2	-2	4	-12
CCOc1ccc(-n2cnc3sc4c(c3c2=O)CCCC4)cc1	.	-3	-1	1	.	.	1	6	1
Cc1ccc(S(=O)(=O)Oc2cccc(N3C(=O)C4CC=CCC4C3=O)c2)cc1 (stereo not given)	12	3	4	-12	12	1	-1	0	4
CCN(c1ccccc1)S(=O)(=O)c1cc(NC(=O)C2CC2)ccc1Cl	3	.	.	.	1	-2	-6	0	.
O=C(NCc1ccc(F)cc1)C(c1ccco1)N(C(=O)c1csnn1)C1CC1 (stereo not given)	0	2	0	13	-4	1	2	3	2
C=C[C@H]1[C@H](O[C@@H]2O[C@H](CO)[C@@H](O)[C@H](O)[C@H]2O)OC=C2C(=O)OCC[C@]21O	0	.	.	.	11	-3	6	-1	.
CCCC12CN3CC(CCC)(CN(C1)C3C(O)C(O)C(O)CO)C2=O (stereo not given)	-2	-1	-1	-4	2	-3	0	4	-12
Cc1ccc(/C=N/n2c(-c3cccs3)n[nH]c2=S)cc1	7	-3	0	-14	14	4	4	16	-1
CN(C)S(=O)(=O)N1CCN(S(=O)(=O)c2ccc3ccccc3c2)CC1	7	0	-2	3	11	0	-1	-1	1
Cc1nc(-n2[nH]c3c(c2=O)CCCC3)[nH]c(=O)c1Cc1ccccc1	6	-5	-1	5	7	11	-16	9	-3
Cc1sc2ncnc(N3CCOCC3)c2c1C	0	2	2	8	6	4	-3	8	2
COc1ccc(CC/C(C)=N\NC(N)=O)cc1	9	-2	-4	-1	8	-4	-6	-3	-1
C=CCn1c(SCC(=O)Nc2nc3ccccc3s2)nnc1-c1ccccc1O	-6	1	-3	-1	-6	10	-1	-1	0
CCC(C(=O)Nc1sc(C(N)=O)c(C)c1C(=O)OC)c1ccccc1 (stereo not given)	10	1	-1	0	9	4	1	4	-4
CC(Oc1ccc(F)cc1)C(=O)N(CCC1=CCCCC1)c1c(N)n(Cc2ccccc2)c(=O)[nH]c1=O (stereo not given)	4	1	1	2	7	-1	-1	3	3
CCN(CC)S(=O)(=O)c1ccc(N/N=C/c2cc(OC)ccc2O)nc1	6	-5	6	3	11	-1	1	4	0
Cc1cccc(OCc2nnc(SCC(=O)NCC3CCCO3)n2C)c1 (stereo not given)	6	-2	-3	-2	5	-9	-1	5	-2
O=C1C=C(c2cc(Cl)cc(Cl)c2)C[C@@H](c2ccc3c(c2)OCO3)C1	3	3	-2	.	4	1	3	5	-2
COc1ccc(OC)c(/C=N\NC(=O)c2cc3c(ccc4ccccc43)o2)c1	-5	-5	-11	-8	-15	-22	-5	3	-10
Brc1ccc(-c2csc(/N=C/N3CCOCC3)n2)cc1	8	6	-3	6	11	-2	0	4	6
Cc1cc(C)c(NC(=O)c2cc(=O)c3ccccc3o2)c(C)c1	-3	1	6	1	4	-3	5	-6	2
Cn1cc(C(=O)c2ccc(Cl)cc2Cl)cc1C(=O)NN	2	-1	-2	-2	1	-7	-1	3	-7
COc1ccc(-c2nnn(CC(=O)N3CCN(c4ccccc4OC)CC3)n2)cc1OC	0	4	5	16	7	3	2	-2	-6
CC(C(=O)O)N1C(=O)/C(=C/C=C/c2ccco2)SC1=S (stereo not given)	14	-6	-6	64*	26*	50*	-1	76*	-22
O=C(CCCOc1ccccc1)NCC1CCCO1 (stereo not given)	3	-1	6	1	-5	0	5	-2	1
Cn1c(=S)oc2ccccc21	5	-2	-4	10	10	4	-2	0	4
CC1CCN(S(=O)(=O)c2ccc(NC(=O)c3ccccc3F)cc2)CC1	17	2	-3	-6	-5	13	0	1	7
COc1ccc(NC(=O)CSc2nnc(C3CC3)n2C)cc1S(=O)(=O)N1CCCCC1	3	-1	7	.	-1	8	0	0	-3
C/C(=N\NS(=O)(=O)c1ccc(C)cc1)c1cc2ccccc2oc1=O	11	1	-1	14	-3	2	-3	0	-4
O=C1C2Sc3[nH]c(=O)sc3C(c3ccccc3)C2C(=O)N1c1ccccc1 (stereo not given)	14	-5	1	17	10	8	-1	8	-1

Some of the compounds tested; rates above refer to the full screens.
